# All columns: NCI-60 one-dose screen, growth in % after 48 h at 10 µM unless noted; 100 = growth as untreated, 0 = no growth, -100 = all killed.
# OVCAR-8: OVCAR-8 ovarian cancer | 81,000 compounds, 4.4% hits
# SNB-19: SNB-19 CNS cancer cells; 81,000 compounds, 2.5% hits
# SF-268: SF-268 CNS cancer cells; 82,000 compounds, 3.1% hits
# SF-539: SF-539 CNS cancer. 81,000 compounds, 6.8% hits. AID 1794752
# U251: U251 CNS tumor cells. 80,000 compounds, 5.4% hits
# SF-295: SF-295 CNS cancer cells; 79,000 compounds, 5.6% hits; AID 1794758
# PC-3: PC-3 prostate cancer cells. 80,000 compounds, 3.9% hits. AID 1794754
# DU-145: DU-145 prostate cancer; 81,000 compounds, 4.2% hits; AID 1794760
# An asterisk follows results filed as active; nt = no result given; & = joins results of further samples; [ ] = dose if it differs, or a comment. Rule for the calls: active = growth percent below 10; inactive = the rest.
# Value order – SF-268, SF-295, PC-3, SNB-19, U251, OVCAR-8, SF-539, DU-145
(1) CC(=O)c1ccc(Nc2nccc(-c3ccc4ccccc4c3)n2)cc1
  94, 100, 91, 95, 96, 97, 100, 105
(2) CCN(CC)CC(C)(C)C=O
  108, nt, 101, 109, 100, 119, 105, 113
(3) Cn1cc(-c2ccc3ncc(-c4ccc(CC(=O)Nc5cc(C(C)(C)C)no5)cc4)nc3c2)cn1
  36, 47, 50, 63, 41, 37, 27, 34
(4) C/C(=N\Nc1nc(-c2ccc(Cl)cc2)cs1)c1nnn(-c2ccc(Cl)cc2)c1C
  87, 93, 98, 76, 98, 95, 87, 91
(5) COc1ccc(C(=O)C(=O)c2ccccc2)cc1
  105, 97, 104, 100, 101, 105, 117, 113
(6) CC1(C)CC[C@]2(C(=O)NCc3cn(-c4ccc(F)cc4)nn3)CC[C@]3(C)C(=CC[C@@H]4[C@@]5(C)Cc6c([nH]c7ccccc67)C(C)(C)[C@@H]5CC[C@]43C)[C@@H]2C1
  86, 90, 81, 87, 99, 94, 99, 111
(7) COc1ccccc1NC(=O)Nc1ccc(-c2nc3ccccc3o2)cc1
  104, 97, 96, 95, 94, 102, 97, 101
(8) COc1ccc(Cn2cncc2-c2c[nH]c3cc(Cl)ccc23)cc1
  79, 76, 80, 85, 81, 79, 86, 94
(9) CCOC(=O)/C(=C/c1ccccc1)C(=O)c1ccccc1
  62, 83, 81, 85, 68, 65, 84, 50
(10) COc1ccc(-c2nn(-c3cccc(Cl)c3)cc2C=C(C#N)C#N)cc1
  13, nt, 13, 17, nt, 24, 2.3*, 3.6*
(11) O=C(Nc1cccc2ccccc12)ON=C1CCCCC1
  118, 121, 104, 106, 112, 111, 115, 113
(12) O=C(c1ccc(C(F)(F)F)c(Cl)c1)N(Cc1ccc(Cl)cc1)c1ccc(-c2cc(C(F)(F)F)[nH]n2)c(O)c1
  7.1*, nt, 11, 26, 4.2*, 11, 2.1*, 13
(13) C=CCn1c(SCC(=O)Nc2ccc(C(=O)/C=C/c3cc(OC)c(OC)c(OC)c3)cc2)nnc1-c1cc(OC)c(OC)c(OC)c1
  35, 60, 50, 41, 2.6*, 28, 5.0*, 24
(14) Cc1cccc(OC(=O)Oc2cccc(C)c2)c1
  107, 113, 110, 106, 107, 105, 106, 111
(15) CCOP(=O)(Nc1cccc2oc(=O)c3ccccc3c12)OCC
  103, 106, 89, 95, 110, 100, 94, 110
(16) Cc1nc(-c2ccccc2O)n(-c2ccccn2)n1
  105, 105, 105, 99, 103, 97, 105, 106
(17) C=C(C)[C@@H]1CC[C@]2(COC(=O)c3ccccc3C(=O)O)CC[C@]3(C)[C@H](CC[C@@H]4[C@@]5(C)CC[C@H](OC(=O)c6ccccc6C(=O)O)C(C)(C)[C@@H]5CC[C@]43C)[C@@H]12
  18[100 µM], 10[100 µM], 16[100 µM], 4.0*[100 µM], 4.3*[100 µM], 47[100 µM], 11[100 µM], 30[100 µM]
(18) N#Cc1c2c([nH]c(=O)c1C#N)CCC2
  101, 98, 92, 103, 99, 98, 105, 104
(19) NC(Cc1ccccc1)C(=O)Nc1nnc(C2CC2)s1 (stereo unspecified)
  99, 108, 94, 103, 98, 104, 94, 98
(20) CN(C=O)c1cc([N+](=O)[O-])ccc1OCc1ccccc1
  100, 90, 96, 107, 107, 110, 93, 110
(21) NC(=S)N/N=C/c1ccccc1O
  102, 93, 98, 104, 85, 94, 91, 106
(22) Cn1c(=S)c2[nH]c(SC3CCCC3)nc2n(C)c1=O
  118, 97, 86, 93, 91, 102, 114, 129
(23) NC(=O)C(=O)c1ccccc1NC=O
  97, 104, 90, 100, 96, 95, 102, 106
(24) CC(C)(C)C1=CC(CC(N)=O)(C(C)(C)C)OC1=O (stereo unspecified)
  121, 117, 99, 102, 100, 108, 100, 121
(25) CCn1c(/C(C#N)=C/c2ccncc2)nc2ccccc21
  112, 93, 146, 101, 102, 96, 90, 138
(26) CC(C)OC(=O)CCc1ccccc1
  124, 258, 71, 108, 101, 95, 108, 109
(27) Cc1ccc(/C=N/n2c(CN3CCOCC3)nc3ccccc3c2=O)cc1
  93, 102, 99, 94, 106, 107, 90, 105
(28) COc1cccc2c1CCC1C2=NN(C(C)=O)C1c1cc(OC)c(OC)c(OC)c1 (stereo unspecified)
  104, 95, 100, 82, 86, 91, 96, 104
(29) Cc1ccc(NC(=O)c2ccc(Cl)cc2Cl)cc1C
  104, nt, 92, 110, 92, 105, 91, 94
(30) COC(=O)N1c2ccccc2C=CC1C#N (stereo unspecified)
  116, nt, 96, 97, 108, 106, 99, 116
(31) O=c1[nH]c(-c2cn(-c3ccc(Cl)cc3)nn2)nc2ccccc12
  78, 84, 75, 73, 75, 49, 48, 95
(32) O=c1cc(O)n2ncnc2[nH]1
  110, 124, 100, 106, 105, 111, 109, 119
(33) CCOC(=O)c1cc2c(n1Cc1cc(OC)c(OC)c(OC)c1)-c1nc(N)sc1CCC2
  71, 26, 26, 61, 39, 55, 62, 79
(34) CCOC(=O)Cc1ccc(CCCCc2ccc(CC(=O)OCC)cc2)cc1
  103, 102, 91, 100, 106, 104, 103, 112
(35) COc1cccc(-c2nn(C(C)(C)C)cc2-c2ccnc(NCCCNS(=O)(=O)c3ccccc3)c2)c1
  92&100, 103&99, 72&101, 99&98, 83, 94&101, 98&104, 98&106
(36) C/C(=N\NC(N)=S)C(C)(C)O
  96, 79, 90, 106, 88, 55, 102, 93
(37) CC(C)Cc1cc(CN(C)CC(=O)NCCc2ccccc2)nn1-c1ccccc1
  105, 98, 92, 96, 98, 81, 115, 116
(38) ClC(Cc1ccccc1)c1ccccc1 (stereo unspecified)
  106, 105, 100, 102, 101, 98, nt, 112
(39) CC(C)C(=O)Nc1ccc(C(=O)NC(=S)Nc2ccc(S(N)(=O)=O)cc2)cc1
  85, 83, 103, 69, 86, 57, 70, 95
(40) Nc1nc(Nc2ccccc2)n(Cc2c(F)cccc2F)n1
  105, 103, 96, 97, 95, 106, 91, 119
(41) c1ccc2c3c([nH]c2c1)C1CC2CCCCC2CN1CC3 (stereo unspecified)
  102, nt, 95, 104, 95, 96, 98, 104
(42) COc1cc(C(=O)c2cc(C(C)=O)c3c(C)cc(C)cn23)cc(OC)c1OC
  87, 93, 90, 95, 92, 99, 92, 104
(43) CCCNCCC(=O)Nc1ccc(Cl)cc1C
  101, 101, 69, 105, 100, 100, 104, 109
(44) COc1ccc2c(c1)nnn1c3ncccc3c(N=O)c21
  -50*, 24, 9.9*, -4.3*, -64*, -30*, -71*, -56*
(45) CC(C)(C)c1ccc(Cn2cc(CSc3nc4ccccc4o3)nn2)cc1
  89, 94, 104, 97, 104, 104, 107, 106
(46) O=C(CSC1CCc2ccccc21)NNC(=O)Nc1ccc(Cl)cc1 (stereo unspecified)
  117, 144, 76, 98, 93, 79, 99, 112
(47) CCC(=O)N1CCN(C(=O)CC)CC1
  100, 102, 69, 100, 87, 91, 102, 107
(48) Cc1nc2ccccc2c(/C=C/c2ccc(Br)cc2)c1C(=O)c1ccccc1
  88, 91, 78, 97, 83, 90, 91, 93
(49) O=C1C=C(O)C(=O)C=C1O
  101, 115, 101, 104, 104, 103, 99, 119
(50) O=C(Nc1ccc(NCCN2CCOCC2)nc1)c1cccc(C(F)(F)F)c1
  103, 101, 94, 105, 108, 102, 100, 107
(51) O=C1C=CC=C/C1=C\N(O)c1ccc(Cl)cc1
  103, 77, 55, 96, 86, 86, 92, 122
(52) O=C(O)c1c(Cl)c(Cl)c(Cl)c(Cl)c1-c1c2cc(I)c(=O)c(I)c-2oc2c(I)c(O)c(I)cc12
  97&78&88, 96&99&100, 34&83&116, 98&98&100, 98&95&99, 91&105&107, 78&96&95, 112&95&93
(53) Cc1cc([N+](=O)[O-])ccc1Nc1ccc(C(=O)Nc2nc(C(=O)N3CCN(C(c4ccccc4)c4ccccc4)CC3)cs2)cc1[N+](=O)[O-]
  67, 42, 64, 63, 45, 65, 77, 75
(54) c1ccc2sc(N3CCCCC3)nc2c1
  103, 105, 108, 103, 99, 109, 115, 113
(55) COc1cc2cn3c4cccnc4nc(N)c3c2cc1OC
  97, 106, 97, 94, 108, 103, 102, nt
(56) COc1ccc(-c2nc(-c3ccccc3C)c3c(-c4ccc(C(F)(F)F)cc4)c(-c4ccccc4)[nH]c3n2)cc1
  98, 107, 89, 97, 106, 111, 100, 97
(57) NC(C(=O)O)C(=O)O
  111, 104, 97, 105, 120, 119, 102, 122
(58) COc1ccc2[nH]c(=O)c(O)c(-c3cc(OC)c(OC)c(OC)c3)c2c1
  102, 102, 88, 96, 100, 102, 96, 109
(59) C#CC#CC#CC#CC#CC#CC#CC#CC[C@@H]1OC[C@@H](COC(=O)O[C@@H](C(=O)O[C@H]2C[C@@]3(O)[C@@H](OC(=O)c4ccccc4)[C@@H]4[C@]5(OC(C)=O)CO[C@@H]5C[C@H](O)[C@@]4(C)C(=O)[C@H](OC(C)=O)C(=C2C)C3(C)C)[C@@H](NC(=O)c2ccccc2)c2ccccc2)O1
  95, 0.1*, 11, 15, 96, 95, -8.3*, 102
(60) CC(C)(C)c1ccc(Cn2c(-c3nonc3N)nc3ccccc32)cc1
  76, 71, 67, 77, 65, 80, 90, 83

# More compounds follow:
# Value order – SF-268, SF-295, PC-3, SNB-19, U251, OVCAR-8, SF-539, DU-145
(61) O=C(CCCCn1ccc(=O)[nH]c1=O)Nc1ccc(C(=O)O)c(O)c1
  112, 104, 93, 103, 110, 117, 107, 101
(62) COc1ccccc1Nc1nnc(-c2c[nH]c3ccccc23)o1
  48, -29*, 16, 43, 4.6*, 12, -40*, 13
(63) COC(=O)COc1ccc([N+](=O)[O-])cc1Cl
  103, 98, 104, 103, 101, 98, 108, 108
(64) NC(=O)Cc1ccncc1
  105, 110, 96, 108, 90, 98, 101, 108
(65) COc1cccc(/C=C/C(=O)c2c(C)nc3ccccc3c2/C=C/c2ccc(C)cc2)c1OC
  70, 66, 43, 70, 55, 50, 73, 52
(66) CCOC(=O)c1cc(-c2cccc3ccccc23)nc2ccccc12
  96, 100, 99, 107, 98, 102, 113, 100
(67) Cn1ccc2cc(NC(=O)c3cccnc3)ccc21
  103, 92, 97, 99, 103, 103, 102, 97
(68) CC(C)c1cc(CN2CCCCC2)c(O)c(CN2CCCCC2)c1
  108, 104, 93, 98, 98, 98, 114, 101
(69) CN(N)c1cn[nH]c(=O)c1Cl
  99, 110, 83, 102, 90, 99, 100, 108
(70) COC(=O)O[C@H]1CC[C@@]2(C)C(=CC[C@H]3[C@@H]4CC[C@H]([C@H](C)CCCC(C)C)[C@@]4(C)CC[C@@H]32)C1
  99, 91, 104, 101, 100, 110, 104, 102
(71) Cc1ccccc1NC(=O)N/N=c1\cc(C)c2ccc(O)cc2o1
  97, 104, 93, 99, 102, 102, 105, 101
(72) Oc1cc(O)c(N=Nc2ncn[nH]2)c(O)c1
  94, 94, 103, 105, 104, 96, 102, 101
(73) COc1cccc(-c2nc3occn3c2-c2ccnc(NCCNS(=O)(=O)c3ccc(Br)cc3)n2)c1
  91, 97, 76, 101, 103, 86, 99, 94
(74) COc1ccc2oc(=O)cc(Cc3cn4ccccc4nc3=O)c2c1
  102, 99, 96, 96, 103, 96, 101, 106

# Sorted by heavy-atom count (low to high): 12 of the compounds above
# Value order – SF-268, SF-295, PC-3, SNB-19, U251, OVCAR-8, SF-539, DU-145
(64) NC(=O)Cc1ccncc1
  105, 110, 96, 108, 90, 98, 101, 108
(69) CN(N)c1cn[nH]c(=O)c1Cl
  99, 110, 83, 102, 90, 99, 100, 108
(72) Oc1cc(O)c(N=Nc2ncn[nH]2)c(O)c1
  94, 94, 103, 105, 104, 96, 102, 101
(67) Cn1ccc2cc(NC(=O)c3cccnc3)ccc21
  103, 92, 97, 99, 103, 103, 102, 97
(62) COc1ccccc1Nc1nnc(-c2c[nH]c3ccccc23)o1
  48, -29*, 16, 43, 4.6*, 12, -40*, 13
(71) Cc1ccccc1NC(=O)N/N=c1\cc(C)c2ccc(O)cc2o1
  97, 104, 93, 99, 102, 102, 105, 101
(61) O=C(CCCCn1ccc(=O)[nH]c1=O)Nc1ccc(C(=O)O)c(O)c1
  112, 104, 93, 103, 110, 117, 107, 101
(58) COc1ccc2[nH]c(=O)c(O)c(-c3cc(OC)c(OC)c(OC)c3)c2c1
  102, 102, 88, 96, 100, 102, 96, 109
(70) COC(=O)O[C@H]1CC[C@@]2(C)C(=CC[C@H]3[C@@H]4CC[C@H]([C@H](C)CCCC(C)C)[C@@]4(C)CC[C@@H]32)C1
  99, 91, 104, 101, 100, 110, 104, 102
(65) COc1cccc(/C=C/C(=O)c2c(C)nc3ccccc3c2/C=C/c2ccc(C)cc2)c1OC
  70, 66, 43, 70, 55, 50, 73, 52
(73) COc1cccc(-c2nc3occn3c2-c2ccnc(NCCNS(=O)(=O)c3ccc(Br)cc3)n2)c1
  91, 97, 76, 101, 103, 86, 99, 94
(59) C#CC#CC#CC#CC#CC#CC#CC#CC[C@@H]1OC[C@@H](COC(=O)O[C@@H](C(=O)O[C@H]2C[C@@]3(O)[C@@H](OC(=O)c4ccccc4)[C@@H]4[C@]5(OC(C)=O)CO[C@@H]5C[C@H](O)[C@@]4(C)C(=O)[C@H](OC(C)=O)C(=C2C)C3(C)C)[C@@H](NC(=O)c2ccccc2)c2ccccc2)O1
  95, 0.1*, 11, 15, 96, 95, -8.3*, 102
